tuberculosis growth: growth inhibition of non-replicating M. tuberculosis (AID 488890) | Mycobacterium tuberculosis non-replicating, growth inhibition; higher % means a stronger effect | inhibition, % at 25 µM, or IC50 in µM where a hit was titrated | 320,000 compounds, 0.39% hits; in the data active = a potency from the dose series; inconclusive = inhibition mostly from about 82% at the one dose, without a potency; inactive = the rest, 99 in 100 with inhibition below about 76%;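 also: plate controls were DMSO cells for no effect and high antibiotic wells for full effect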
VEEV TC-83 Vero: inhibitors of VEEV TC-83 cytopathic effect, confirmation, Vero cells (AID 588727); Vero cells, VEEV TC-83 cytopathic effect inhibition; higher % means a stronger effect; one-dose inhibition, % at 20 µM; IC50 in µM for titrated hits; 350,000 compounds, 0.13% hits; in the data active = a potency from the dose series; inconclusive = inhibition mostly from about 14% at the one dose, without a potency; inactive = the rest, 99 in 100 with inhibition below about 12%; also: strong numbers were not always called active
M. tuberculosis HTS: M. tuberculosis growth inhibition, HTS (AID 449762) | M. tuberculosis H37Rv growth inhibition, 7H9 media; higher % means a stronger effect | 330,000 compounds, 0.59% hits | inhibition, % at 25 µM, or IC50 in µM where a hit was titrated; in the data active = a potency from the dose series; inconclusive = inhibition above about 70% without an active follow-up result;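 also: bacterial growth assessed after seven days of incubation; strong numbers were not always called active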
PhoP GFP inhibition: Inhibition of PhoP regulon, Salmonella typhi GFP reporter cells, confirmation, 4 h (AID 1850); inhibition, % at 50 µM, or IC50 in µM where a hit was titrated; 310,000 compounds, 0.33% hits; Salmonella Typhi PhoP-promoter GFP reporter, fluorescence, 4 h; higher % means a stronger effect; in the data active = a potency from the dose series; inconclusive = inhibition mostly from about 25% at the one dose, without a potency; inactive = the rest, 99 in 100 with inhibition below about 19%;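 also: 0% = induced wells with vehicle and 100% = uninduced wells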
influenza NS1A: H1N1 influenza NS1A inhibitors, functional cell based assay (AID 504329); NS1A functional cell-based assay, percent inhibition; higher % means a stronger effect; inhibition, % at 12.5 µM; hits with a dose series show IC50 in µM; 340,000 compounds, 0.3% hits; in the data active = a potency from the dose series; inconclusive = inhibition above about 27% without an active follow-up result; also: strong numbers were not always called active
VEEV TC-83 Vero 10K pilot screen: recorded beside VEEV TC-83 Vero, whose call it bears; inhibition, %; measured here: 10K pilot screen inhibition
Active calls of the source: *; i = inactive; ? = inconclusive; . = not tested or not shown.

SMILES | tuberculosis growth | VEEV TC-83 Vero | M. tuberculosis HTS | PhoP GFP inhibition | influenza NS1A | others
CC1CC(C)CN(CCCNC(=O)C2CCCN(c3nnc(N4CCCC4=O)s3)C2)C1 (stereo not given) | -13% | 1.8% | -4% | -3% | 2%
COc1cccc(/C=C2\SC(=S)N(c3cccnc3)C2=O)c1OC | -2% | 1.7% | 4% | -5% | 7%
COc1ccccc1CN(Cc1nc2ccccc2c(=O)[nH]1)S(=O)(=O)c1ccc2ccccc2c1 | -9% | 22% | 0% | 2% | -1%
CN(C)S(=O)(=O)c1cccc(NC(=O)NCCCl)c1 | -11% | 0.4% | 4% | -27% | 9%
O=C(CC1SC(N2CCOCC2)=NC1=O)Nc1ccccc1F (stereo not given) | -6% | 7.1% | 0% | . | -2%
O=C(c1ccc2snnc2c1)N1CCCCC1 | -34% | 1.6% | -4% | 1% | 3%
Cc1ccc(NC(=O)COc2cccc3ccc(C)nc23)c(Br)c1 | 33% | 0.5% | 3% | 1% | 35%
Cc1ccc2c(c1)C1CN(C)CCC1N2C(=O)c1ccccc1NS(=O)(=O)c1ccc(F)cc1C (stereo not given) | 33% | 3.4% | 3% | -1% | 10%
CN1CCCC(OC(=O)c2cccc(Cl)c2)C1 (stereo not given) | -11% | 1.1% | -7% | 3% | -19%
COc1ccc(Cl)cc1NC(=O)CN(C)C(=O)c1cc(=O)c2ccccc2o1 | . | 1.6% | -7% | . | 5%
CCOC(=O)/C(=N\Nc1cccc(C(F)(F)F)c1)N1CCOCC1 | 10% | 0.4% | -4% | -4% | -7%
O=C(O)c1cccc(S(=O)(=O)N2Cc3ccccc3C2)c1 | 16% | 3.0% | -1% | -5% | -15%
CC(=O)Nc1ccc(-c2nnn(CC(=O)Nc3ccc4c(c3)OCO4)n2)cc1Cl | -3% | 7.4% | 1% | 2% | -3%
CC(=O)Nc1ccc(N=C(C2=C(O)c3ccccc3C2=O)c2ccccc2)cc1 | 32% | 9.6% | 13% | 2% | -1%
Cc1nnsc1S(=O)c1ccc(Cl)c(Cl)c1 (stereo not given) | 5% | 3.9% | 5% | 0% | -8%
Cc1cc(C(=O)N(C)Cc2ccc(Br)cc2)no1 | 41% | i | -13% | 8% | 4%
NC1(C(=O)O)CC1 | 4% | 1.0% | 10% | 9% | -10%
COc1ccc(-c2cc(C(=O)NCC3CCCO3)c3ccccc3n2)c(OC)c1 (stereo not given) | 11% | 1.4% | -7% | -4% | 9%
COC(=O)c1sccc1NC(=O)CSc1ccccc1NS(=O)(=O)c1ccccc1Cl | 8% | 7.4% | 1% | 0% | -4%
NNC(=O)c1cnn(-c2ccccc2)c1-n1cccc1 | -14% | 0.8% | -4% | -7% | -1%

Retrieved by compound from the entries so far (2):
SMILES | tuberculosis growth | VEEV TC-83 Vero | M. tuberculosis HTS | PhoP GFP inhibition | influenza NS1A | others
O=C(O)c1cccc(S(=O)(=O)N2Cc3ccccc3C2)c1 | 16% | 3.0% | -1% | -5% | -15%
CCOC(=O)/C(=N\Nc1cccc(C(F)(F)F)c1)N1CCOCC1 | 10% | 0.4% | -4% | -4% | -7%

(cont.)
SMILES | tuberculosis growth | VEEV TC-83 Vero | M. tuberculosis HTS | PhoP GFP inhibition | influenza NS1A | others
O=C(COc1cccc(NC(=O)c2ccco2)c1)c1ccc(F)cc1 | 21% | 5.1% | -1% | -2% | 1%
COc1ccccc1NC(=O)c1ccc(N2CC3CC(C2)c2cccc(=O)n2C3)c(NC(=O)c2cccnc2)c1 (stereo not given) | -7% | 0.2% | -2% | 9% | 4%
O=C(NNC(=S)NC(=O)c1ccc(F)cc1)c1ccncc1 | ? | 1.8% | ? | . | -7%
COC(=O)c1cc(C(=O)OCC(=O)N2c3ccccc3NC(=O)C2(C)C)cc([N+](=O)[O-])c1 | 7% | i | 2% | -21% | 4%
COCCCNc1oc(-c2ccccc2OC)nc1C#N | . | 2.9% | . | 3% | -17%
Cc1cccc(C(=O)OC2CCCN(C)C2)c1C (stereo not given) | -2% | i | 3% | 6% | 25%
Cc1ccc(C(=O)COC(=O)CNC(=O)CN2C(=O)c3ccccc3C2=O)cc1 | -8% | 1.1% | 6% | -7% | -2%
Cc1onc(-c2ccc(Cl)cc2)c1-c1ccnc(SCC(=O)Nc2cc(Cl)cc(Cl)c2)n1 | 1% | 0.4% | 8% | -7% | -6%
C=CCn1c(SCC(=O)c2ccc(CNC(C)=O)o2)nc2ccccc2c1=O | 6% | 5.2% | 2% | 0% | 4%
CSc1cc(C)[nH]c(=O)n1 | . | 0.3% | -3% | -7% | -1%

Overlap with the part before: 6 compounds, followed by the next part.
SMILES | tuberculosis growth | VEEV TC-83 Vero | M. tuberculosis HTS | PhoP GFP inhibition | influenza NS1A | others
COCCCNc1oc(-c2ccccc2OC)nc1C#N | . | 2.9% | . | 3% | -17%
Cc1cccc(C(=O)OC2CCCN(C)C2)c1C (stereo not given) | -2% | i | 3% | 6% | 25%
Cc1ccc(C(=O)COC(=O)CNC(=O)CN2C(=O)c3ccccc3C2=O)cc1 | -8% | 1.1% | 6% | -7% | -2%
Cc1onc(-c2ccc(Cl)cc2)c1-c1ccnc(SCC(=O)Nc2cc(Cl)cc(Cl)c2)n1 | 1% | 0.4% | 8% | -7% | -6%
C=CCn1c(SCC(=O)c2ccc(CNC(C)=O)o2)nc2ccccc2c1=O | 6% | 5.2% | 2% | 0% | 4%
CSc1cc(C)[nH]c(=O)n1 | . | 0.3% | -3% | -7% | -1%
Cc1ccc(C)n1NC(=O)c1ccc(Cl)cc1 | 20% | 0.3% | 54% | 6% | -2%
Cc1nc(SCc2nc3ccccc3[nH]2)c2oc3ccccc3c2n1 | 27% | 8.3% | 3% | -6% | -25%
CC(C)n1cc([C@@H]2C[C@H]3CN(Cc4cccc(Cl)c4)C(=O)[C@]34CCCN24)cn1 | 15% | 0.5% | -4% | -6% | 6%
COc1cc(C)ccc1OCC(=O)OCC(=O)c1[nH]c(C)c(C(C)=O)c1C | 27% | 4.5% | 3% | . | 6%
CCCCNC(=O)c1onc(CSc2ccc(C(C)C)cc2)c1C(=O)O | 40% | 0.3% | -1% | -10% | 3%
CNC(=S)NCc1ccc2[nH]c(C)cc2c1 | 32% | 0.7% | 10% | -7% | -12%
O=C(NCCc1ccc(Cl)cc1)C1CCC(=O)N1Cc1ccccc1Cl (stereo not given) | 4% | 7.5% | 1% | 0% | -3%
COC(=O)c1ccc(NC(=O)CN2C(=O)CC(C)S(=O)(=O)c3ccccc32)cc1 (stereo not given) | -10% | 2.9% | -2% | -6% | -3%
Cc1ccc(-c2ccc(=O)n(CC(=O)NCCC(C)C)n2)cc1 | 2% | i | -4% | 10% | -11%
Cc1ccc(C(=O)N/C(=C\c2ccc(Cl)cc2)C(=O)NCCCN2CCOCC2)cc1 | 1% | i | -3% | -8% | -7% | VEEV TC-83 Vero 10K pilot screen=0.5
Cn1c(CC(=O)Nc2ccccc2)cc2ccccc21 | 18% | i | -1% | 1% | -15%
CC(C)(C)SCCNC(=O)COc1ccc(Cl)cc1 | 21% | i | 10% | 10% | -2%
CSc1ccccc1NC(=O)COc1ccc(Cl)cc1Cl | 68% | 2.3% | 3% | -2% | -8%
CCOC(=O)c1sc(C(=O)OCC)c(OCCO)c1OCCO | 3% | i | -4% | -12% | -2%
O=C(C1Cc2ccccc2CN1S(=O)(=O)c1ccc(F)cc1)N1CCCCC1 (stereo not given) | 10% | i | 5% | -2% | -8%
CC1CCN(S(=O)(=O)c2ccc3c(c2)c(=O)c(C(=O)N2CCOCC2)cn3C)CC1 | -2% | 0.3% | 6% | -4% | 8%
CCCCn1c(N)c(N(CCOC)C(=O)c2ccc(-n3c(C)ccc3C)cc2)c(=O)[nH]c1=O | 2% | 1.0% | 2% | -2% | -11%
COc1ccc(-c2nnc3ccc(SCC(=O)N4CCCCC4)nn23)cc1OC | . | 8.6% | 2% | 0% | 0%
Cc1nc(C)c(/C(O)=C/c2nc3ccccc3oc2=O)s1 | 1.1µM* | 1.4% | ? | 1% | -2%
C=CCNC(=S)N1CCN(CCNC2=CC(=O)CC(C)(C)C2)CC1 | -9% | 0.2% | -6% | -15% | -17%
CC(C)=CCc1c([C@@H]2CCc3ccc(O)cc3O2)cc2c(c1O)OC(C)(C)C=C2 | 24% | . | -1% | 7% | .
CCC(Sc1nc2c(cnn2-c2ccccc2)c(=O)[nH]1)C(=O)OC (stereo not given) | 31% | i | -14% | 2% | 2% | VEEV TC-83 Vero 10K pilot screen=0.4
O=C(COC(=O)c1ccccc1Nc1ccccc1)NCc1ccco1 | 25% | i | 4% | -14% | 12%
CCOc1ccccc1CN1CCNC(=O)C1CC(=O)N(C)Cc1nonc1C (stereo not given) | 10% | 1.1% | 3% | -2% | -4%
Cc1[nH]c2ccc(C(=O)N3CCCC3)cc2c1C | -11% | i | 0% | 10% | 5%
CCc1ccccc1NS(=O)(=O)c1ccc2[nH]cc(C(=O)NCc3ccco3)c(=O)c2c1 | . | 0.5% | -3% | 14% | 7%
NC(=O)C1CCN(C(=O)C2CC(=O)N(Cc3ccccc3)C2)CC1 (stereo not given) | -22% | 1.3% | -20% | . | -6%
CCn1c(O)c(/C=N/N2CCOCC2)c(=O)n(CC)c1=S | 50% | i | -1% | -5% | -2%
O=C(CN1CCN(S(=O)(=O)c2ccc(Br)cc2)CC1)Nc1ccc2c(c1)OCO2 | 34% | 3.9% | 57% | -1% | 3%
CCC(C)Nc1nc(-c2cccc(OC)c2O)nc2ccccc12 (stereo not given) | 30% | i | 0% | 2% | 4%
Cc1noc(C)c1NC(=O)N(C)C[C@@H]1Oc2ccc(NS(=O)(=O)c3c(C)noc3C)cc2C(=O)N([C@H](C)CO)C[C@H]1C | -3% | i | 2% | . | -1%
O=C(Nc1cccc(F)c1)c1ccc(S(=O)(=O)N2CCCCC2)cc1 | 0% | 8.7% | -2% | -7% | -5%
CC(C)C[C@H](NC(=O)CCCn1nnc2ccccc2c1=O)C(=O)O | -6% | i | 7% | -1% | -11%
Cc1cc(SCC(=O)N2CCC(c3noc4ccc(F)cc34)CC2)nc2ccccc12 | 8% | 0.5% | 0% | 0% | 0%
CN(C)c1nc(N(C)C)nc(N2CCCCC2)n1 | 0% | 1.1% | -4% | -6% | 3%
Cc1cccc(-c2nc(CN3CCCC(C(=O)NC4CCCCCC4)C3)c(C)o2)c1 (stereo not given) | 47% | i | ? | -8% | -5%
COc1ccc(NC(=S)NCc2cccs2)cc1 | 52% | 2.4% | -1% | 5% | 0%
O=C1[C@H](Cc2ccccc2)NCC=CC[C@@H](c2ccc(Cl)cc2)N1Cc1ccccc1 | . | 0.5% | . | . | 7%
NC(=S)N=Nc1ccc(O)cc1 | . | 2.5% | . | . | -10%
Cc1cc(C(=O)N2CCCC2)n[nH]1 | . | 0.8% | . | . | -3%
OCCNc1nc(-c2ccccc2)c2cc(Br)ccc2n1 | 14% | 5.4% | 4% | -6% | 4%
Cc1oc(-c2ccccc2F)nc1CN1CCC(C(=O)NC2CC2)CC1 | -3% | 0.8% | -18% | -15% | -12%
CCOC(=O)c1ccc(NC(=O)CSc2nnnn2CCCO)cc1 | 12% | i | 69% | 8% | 7% | VEEV TC-83 Vero 10K pilot screen=2.2
Cc1cccc(C(=O)Nc2cccc(C(=O)Nc3cc(C)ccn3)c2)c1 | -2% | 1.2% | -4% | -5% | -2%
Cc1noc(C)c1CN1C(=O)c2cccc([N+](=O)[O-])c2C1=O | -3% | i | 2% | 2% | 5%
CCCOc1ccc(C(F)(F)F)cc1NC(=O)c1cc(C)on1 | 18% | i | 7% | . | 8%
c1ccc(CCc2cc3ccccc3[nH]2)cc1 | 74% | 5.5% | 10% | . | 3%
O=C1C2C3C=CC(C3=C3CCCCC3)C2C(=O)N1Cc1ccccc1 (stereo not given) | 18% | 2.2% | 2% | 10% | -8%
COC(=O)c1ccc(CNC(=O)c2ccc(NS(=O)(=O)c3ccc4[nH]c(=O)[nH]c4c3)cc2)cc1 | -13% | 3.6% | 3% | 12% | -19%
Cc1ccc(NC(=O)CS(=O)CC(=O)N(CC(=O)NC2CCCC2)c2cccc(C)c2C)cc1 (stereo not given) | 14% | i | -4% | -8% | -18%

(listing goes on)
SMILES | tuberculosis growth | VEEV TC-83 Vero | M. tuberculosis HTS | PhoP GFP inhibition | influenza NS1A | others
COc1ccc([C@H]2CC(=O)C=C(c3ccc(C)c4ccccc34)C2)cc1 | 18% | i | ? | . | -47%
COc1ccc(CN2CC[C@@H](N3CCOCC3)[C@H](O)C2)cc1F | -10% | 0.2% | 3% | -6% | 1%
Cc1ccc(CC(NC(=O)c2ccccc2)C(=O)NC(Cc2ccccc2)C(=O)O)cc1 (stereo not given) | -18% | 0.3% | -2% | 6% | -8%
CCN(CCCl)Cc1ccccc1Br | 0% | 0.4% | -4% | 11% | -4%

No enrichment for hits; any-hit rate near 1.5%.
